Compound activity as filed in PubChem BioAssay.
GPR35 arrestin U2OS: GPR35 antagonists blocking zaprinast-driven arrestin recruitment, primary screen, imaging, U2OS, beta-arrestin-GFP, zaprinast agonist (AID 2058); inhibition, % at 10 µM; hits with a dose series show IC50 in µM; actives 0.052% (n = 290,000); U2OS GPR35 beta-arrestin-GFP translocation imaging, zaprinast antagonism; higher % means a stronger effect;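 active means inhibition of at least 50% with at least 30 cells and total cytoplasm GFP at most 10,000,000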
GPR55 antagonists: GPR55 antagonists blocking LPI-driven arrestin recruitment, primary screen, imaging, U2OS, beta-arrestin-GFP, LPI agonist (AID 2013) | U2OS GPR55 beta-arrestin-GFP translocation imaging, LPI antagonism; higher % means a stronger effect | inhibition, % at 10 µM, or IC50 in µM where a hit was titrated | actives 0.13% (n = 290,000);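 active means spots per cell inhibited over 60%, with over 100 cells counted and total cytoplasm intensity under 500,000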;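 further: U2OS cells stably carrying GPR55 and arrestin-GFP stimulated by 5 µM LPI near EC80; imaged beta-arrestin-GFP aggregate spots per cell after agonist stimulation; plate controls were LPI-stimulated DMSO wells for no effect and DMSO wells without LPI for full effect; some results filed as inactive read as strong as hits; confirmed hits need IC50 under 10 µM and bright autofluorescent wells are also inconclusive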
NOD1 inhibition: NOD1 signaling inhibitors, primary screen, cell-based, luminescence, uHTS (AID 1578); NOD1-driven NF-kB luciferase reporter cells, luminescence; higher % means a stronger effect; inhibition, % at 4 µM; hits with a dose series show EC50 in µM; actives 1% (n = 290,000); in the data active means inhibition mostly above about 36%, no sharp cut-off; inactive means mostly below about 34%;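 further: HEK-293T reporter cells stimulated with the NOD1 agonist gamma-tri-DAP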
NTR1 ag: agonists of NTR1, primary screen, imaging, U2OS cells, beta-arrestin-GFP, high content (AID 493036); NTR1-U2OS beta-arrestin-GFP spot imaging, agonist mode; actives 0.17% (n = 330,000); activation, % at 20 µM;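 active means activation at or above 40% of the spot to cytoplasm intensity ratio, with at least 20 cells analyzed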;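 further: 0% = DMSO without peptide and 100% = 100 nM NTR1 peptide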
Target sequence (P30989 whole entry, looked up): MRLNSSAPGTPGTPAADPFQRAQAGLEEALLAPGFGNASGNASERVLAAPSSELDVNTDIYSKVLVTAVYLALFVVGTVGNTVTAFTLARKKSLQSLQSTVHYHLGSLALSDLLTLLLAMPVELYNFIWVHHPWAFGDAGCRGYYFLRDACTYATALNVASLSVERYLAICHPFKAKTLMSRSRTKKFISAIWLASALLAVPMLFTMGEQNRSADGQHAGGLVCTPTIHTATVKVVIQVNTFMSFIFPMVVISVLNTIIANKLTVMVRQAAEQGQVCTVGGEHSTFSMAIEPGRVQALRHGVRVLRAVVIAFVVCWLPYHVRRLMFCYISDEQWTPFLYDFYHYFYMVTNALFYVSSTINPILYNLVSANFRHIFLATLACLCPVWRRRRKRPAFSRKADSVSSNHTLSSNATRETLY
GPR55 beta-arrestin: selective activators of receptor GPR55 – imaging, U2OS cells, beta-arrestin-GFP redistribution, primary screen (AID 1961); actives 0.048% (n = 290,000); one-dose activation, % at 10 µM; EC50 in µM for titrated hits; U2OS GPR55 beta-arrestin-GFP redistribution imaging; higher % means a stronger effect;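 active means activation above 40% with more than 50 cells counted in the well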;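 further: U2OS osteosarcoma cells stably expressing GPR55 and beta-arrestin-GFP; plate controls were DMSO negative control for no effect and LPI positive control for full effect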
Rac1 GTP hydrolysis: MgcRacGAP GTPase-activating activity inhibitors, confirmation, biochemical, ADP Hunter fluorescence; MgcRacGAP-stimulated Rac1 GTP hydrolysis, ADP Hunter fluorescence; higher % means a stronger effect; GST-tagged Rac1 F28L mutant substrate; inhibition, % at 30 µM, or IC50 in µM where a hit was titrated; actives 0.6% (n = 340,000);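 active means first-screen hits whose inhibition reached a set limit at any dose in the follow-up dose series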;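 further: fluorescence reports GDP produced by GAP-driven GTP hydrolysis; strong numbers were not always called active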
UTI89 phage lysis: protection from phage-mediated lysis, alamar blue read-out – E. coli UTI89, K1F phage, bacterial capsule biogenesis inhibitors (AID 488966) | actives 0.02% (n = 340,000) | E. coli UTI89 K1F phage lysis, alamar blue, 2 h; higher % means a stronger effect | one-dose inhibition, % at 100 µM; IC50 in µM for titrated hits;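 active means phage lysis inhibition, versus mean bacterial control, above a set limit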;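 further: capsule biogenesis inhibitors block K1F phage lysis so surviving cells raise fluorescence; higher fluorescence means more inhibition of phage lysis; actives were called in the ten point dose series up to 300 µM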
KOR beta-arrestin-1: KOR agonists, beta-arrestin recruitment, primary screen, cell-based, luminescence, uHTS (AID 1777). KOR beta-arrestin recruitment, luminescence; higher % means a stronger effect. one-dose activation, % at 10 µM; EC50 in µM for titrated hits. actives 0.02% (n = 280,000); in the data active means activation above about 50%, passing the limit was not always enough; further: a part of the inactive calls stands beside numbers as strong as those of hits
KOR beta-arrestin-2: KOR antagonists, beta-arrestin recruitment, cell-based, luminescence, uHTS (AID 1778); actives 0.091% (n = 290,000); one-dose inhibition, % at 10 µM; IC50 in µM for titrated hits; KOR beta-arrestin recruitment, luminescence, antagonist mode; higher % means a stronger effect; in the data active means inhibition above about 50%; further: strong numbers were not always called active
NTR1 ag cell count 20 µM: second read-out of NTR1 ag, no call of its own (marks repeat the call); cell count; measured here: cell count, cytotoxicity flag
Starred values were filed as active, the others as inactive; . = no result given; [ ] = another dose, or the depositor's remark. Some of the compounds tested. The share of hits here may be higher or lower than overall.

entry	SMILES	GPR35 arrestin U2OS	GPR55 antagonists	NOD1 inhibition	NTR1 ag	NTR1 ag cell count 20 µM
1	COc1ccc(/C=C/C(=O)c2cc(F)ccc2OC(=O)c2ccccc2C)cc1OC	-10%	6%	-1%	2.3	58
2	O=C(CSc1ccc(-c2cccs2)nn1)Nc1ccccc1F	-18%	-4%	30%	-0.5	49
3	CCOc1ccccc1N(CC(=O)NCC1CCCO1)C(=O)CNS(=O)(=O)c1ccccc1 (stereo not given)	2%	2%	-36%	-1.9	58
4	Cc1cccc(N2CCN(c3cc(C)nc4nnnn34)CC2C)c1 (stereo not given)	1%	8%	-21%	0.9	56
5	COc1cc(NC(=O)CN2C(=O)NC(C)(c3ccc(OC(F)F)cc3)C2=O)cc(OC)c1OC (stereo not given)	-1%	13%	-16%	1.1	40
6	CC(C)c1ccc(O)c(NC(=O)c2cncc(Br)c2)c1	-9%	2%	-33%	1.0	67
7	COc1ccc(-c2[nH]ncc2CN2CCCN(C(=O)c3ccco3)CC2)cc1F	21%	-4%	-3%	-0.7	70
8	COc1ccc(-c2noc(CN(C(=O)c3ccc(OC(C)=O)cc3)C(C)C)n2)cc1OC	11%	-7%	-12%	0.3	60
9	C=C(C)COc1ccc2c(C)c(C)c(=O)oc2c1OCC(=C)C	-7%	-9%	1%	6.3	34
10	CCO[C@@H]1OC(C(=O)Nc2ccccc2)=C[C@H](c2ccc(Br)cc2)[C@H]1CCCO	-24%	12%	-8%	15	45

entry	GPR55 beta-arrestin	Rac1 GTP hydrolysis	UTI89 phage lysis	KOR beta-arrestin-1	KOR beta-arrestin-2
1	33%	8%	2.1%	3.4%	-76%
2	-0.4%	5%	-0.1%	9.8%	-35%
3	-0.2%	-1%	-0.3%	-1.7%	2%
4	-0.1%	4%	-0.4%	-2.1%	27%
5	-0.2%	9%	0.1%	-3.5%	-3%
6	-0.3%	5%	0.3%	-2.2%	10%
7	0.0%	14%	0.5%	1.4%	12%
8	0.2%	13%	-0.2%	-3.8%	22%
9	-0.1%	13%	0.3%	0.5%	17%
10	1.2%	8%	-0.3%	2.2%	-2%

(more compounds)
entry	SMILES	GPR35 arrestin U2OS	GPR55 antagonists	NOD1 inhibition	NTR1 ag	NTR1 ag cell count 20 µM
11	Cc1ccccc1Oc1ncnc(N)c1[N+](=O)[O-]	-4%	12%	5%	-1.7	66
12	CCCCOc1ccc(Br)cc1/C(C)=N/NC1=NCCN1	-13%	15%	-17%	1.8	26
13	COc1ccc(NC(=O)Cc2cccs2)c(OC)c1	0%	7%	-28%	-0.4	76
14	NC(=O)[C@@H]1CCCCNc2c(I)cc([N+](=O)[O-])cc2C(=O)N[C@@H](CCC(=O)O)C(=O)N[C@@H](CO)C(=O)N1	6%	-10%	-32%	-0.8	98
15	NC(=O)c1oc2ccccc2c1NC(=O)CCc1ccccc1	-13%	-4%	-16%	0.0	88
16	CCOc1ccc(-n2cnc3scc(-c4ccc(OC)c(OC)c4)c3c2=O)cc1	-4%	-4%	-18%	-0.6	65
17	CC(=O)Nc1ccc(S(=O)(=O)N/N=C/c2cccnc2)cc1	-2%	-7%	-27%	0.4	49
18	CCOc1ccc(NC(=O)CN(C)CC(=O)Nc2cc(Cl)ccc2C#N)cc1OCC	-6%	3%	-12%	0.5	62
19	COc1ccc(C2CC(O)(c3ccccc3)Oc3cc(OC)c(OC)c(OC)c32)cc1 (stereo not given)	1%	4%	11%	-3.0	55
20	Cc1ccc(NC(=O)CCN2CCN(C/C=C/c3ccccc3)CC2)cc1C	-2%	-14%	0%	0.3	54

entry	GPR55 beta-arrestin	Rac1 GTP hydrolysis	UTI89 phage lysis	KOR beta-arrestin-1	KOR beta-arrestin-2
11	-0.6%	0%	0.2%	-0.7%	-10%
12	0.0%	14%	0.8%	5.7%	3%
13	-0.2%	9%	-0.2%	-6.9%	-20%
14	0.6%	8%	-0.2%	0.7%	-13%
15	0.7%	4%	0.2%	-3.3%	-2%
16	-0.1%	6%	-0.1%	-3.7%	9%
17	-0.1%	3%	0.5%[50 µM]	0.7%	-17%
18	-0.1%	16%	-0.8%	-1.7%	0%
19	-0.1%	4%	0.1%	.	.
20	-0.1%	0%	8.2%	4.6%	-20%

Next section:
entry	SMILES	GPR35 arrestin U2OS	GPR55 antagonists	NOD1 inhibition	NTR1 ag	NTR1 ag cell count 20 µM
21	CC(NC(=O)Nc1ccc2c(c1)OCO2)c1ccncc1 (stereo not given)	5%	-7%	-31%	-0.9	89
22	COc1ccc(N2C(=O)N(Cc3ccc(C)cc3)c3ccccc3S2(=O)=O)cc1	3%	6%	15%	1.5	48
23	Cc1ccc(NC(=O)OCc2ccccc2S(C)=O)cc1 (stereo not given)	2%	10%	-34%	1.2	53
24	Cc1ccc(C(=O)NCCNc2ccc([N+](=O)[O-])cc2C(F)(F)F)cc1	21%	5%	37%	4.5	35
25	COc1ccc(C2C(=O)N(C3CCCCC3)CC(=O)N2Cc2ccc3c(c2)OCO3)cc1 (stereo not given)	17%	17%	-14%	-0.3	70
26	CCN(CC)S(=O)(=O)c1cc(C(=O)Nc2ccccc2[N+](=O)[O-])ccc1Cl	8%	4%	-26%	11	63
27	CCc1ccc(NC(=O)Cn2nnc(-c3ccc(C)cc3-n3cnnn3)n2)cc1	6%	12%	4%	1.8	53
28	CC/C(Cc1ccccc1)=N\NC(=O)c1cc([N+](=O)[O-])cc([N+](=O)[O-])c1	-5%	12%	-9%	0.6	90
29	COc1ccccc1NC(=O)CSc1nc2c(sc3ccccc32)c(=O)n1CCN(C)C	-1%	20%	-4%	1.7	48
30	CN(CCNC(=O)CN1CCN(Cc2ccccc2Cl)C1=O)Cc1ccccc1	-1%	15%	-11%	1.9	54

entry	GPR55 beta-arrestin	Rac1 GTP hydrolysis	UTI89 phage lysis	KOR beta-arrestin-1	KOR beta-arrestin-2
21	-0.1%	5%	0.3%	-5.3%	-4%[20 µM]
22	-0.5%	0%	2.0%	0.3%	-13%
23	-0.3%	4%	-0.2%	-1.0%	-5%
24	-0.1%	-3%	0.8%	1.6%	18%
25	-0.1%	2%	-0.3%	0.7%	-8%
26	-0.2%	7%	0.0%	2.1%	5%
27	1.2%	11%	0.1%	-4.5%	12%
28	-0.3%	6%	0.1%	-2.1%	-5%[20 µM]
29	0.1%	6%	-0.1%	-6.7%	10%
30	-0.2%	3%	3.2%	7.7%	-49%

Some values from the entries so far:
Under NOD1 inhibition, `Cc1ccc(NC(=O)OCc2ccccc2S(C)=O)cc1` (stereo not given) shows -34%
Under KOR beta-arrestin-1, `CN(CCNC(=O)CN1CCN(Cc2ccccc2Cl)C1=O)Cc1ccccc1` shows 7.7%
Under NTR1 ag, `CCc1ccc(NC(=O)Cn2nnc(-c3ccc(C)cc3-n3cnnn3)n2)cc1` shows 1.8

Next compounds
entry	SMILES	GPR35 arrestin U2OS	GPR55 antagonists	NOD1 inhibition	NTR1 ag	NTR1 ag cell count 20 µM
31	COCCNc1ccnc2c(Cl)cccc12	-12%	6%	-16%	-0.5	88
32	O=C(Nc1cccc2c1CCCC2)c1ccc(Br)o1	-3%	-1%	-6%	-0.2	51
33	O=C(CCc1ccc(Oc2cc([N+](=O)[O-])cc([N+](=O)[O-])c2)cc1)N1CCCCC1	2%	-9%	15%	0.4	85
34	CCc1nnc(NC(=O)c2ccc(S(=O)(=O)N(CC)CC)cc2)s1	-5%	5%	-54%	3.3	55
35	CC(C)(C)NS(=O)(=O)c1ccc(CCC(=O)Nc2ccc3c(c2)OCO3)cc1	-3%	10%	-3%	-0.8	39
36	CCCS(=O)(=O)N1CCn2c(nc3ccccc32)C1	15%	-1%	2%	3.7	73
37	O=C(O)CCCSc1nccn1-c1ccccc1	-10%	6%	-24%	2.9	30
38	CNC(=O)c1cnn(-c2nc(-c3ccc(OC)cc3)cs2)c1C(F)(F)F	-16%	-6%	-2%	-0.7	111
39	CN1CCN(S(=O)(=O)c2cccc(C(=O)Nc3nccs3)c2)CC1	-1%	-4%	-12%	-0.2	50
40	COC(=O)CCN1CCN(S(=O)(=O)c2ccccc2Br)CC1	-12%	18%	-5%	0.0	53

entry	GPR55 beta-arrestin	Rac1 GTP hydrolysis	UTI89 phage lysis	KOR beta-arrestin-1	KOR beta-arrestin-2
31	-0.1%	16%	0.1%	2.1%	23%
32	-0.2%	4%	-1.0%	-3.1%	13%
33	-0.1%	5%	-0.4%	-1.7%	15%
34	-0.5%	-1%	-1.1%	-0.9%	19%
35	-0.1%	-5%	-1.4%	-2.6%	10%
36	0.2%	-2%	0.6%	.	.
37	-0.4%	-4%	1.1%	-2.9%	3%
38	0.0%	7%	0.0%	0.5%	8%
39	-0.1%	-1%	-0.6%[50 µM]	2.3%	10%
40	-0.5%	24%	0.2%	11%	14%

Continued.
entry	SMILES	GPR35 arrestin U2OS	GPR55 antagonists	NOD1 inhibition	NTR1 ag	NTR1 ag cell count 20 µM
41	CS(=O)(=O)c1cnc2c(S(=O)(=O)c3ccccc3)cnn2c1N	1%	4%	-52%	1.7	58
42	C(#CCN1CCOCC1)COC(c1ccccc1)c1ccccc1	-5%	-4%	-15%	1.6	45
43	Cc1cc(C)n2ncc(-c3cccc(Br)c3)c2n1	-8%	-1%	8%	5.4	89
44	O=C(O)C1CCCCC1C(=O)Nc1ccc(F)cc1F (stereo not given)	18%	30%	-1%	1.1	70
45	Cc1nn(-c2ccccc2)c2c1C(c1ccncc1)C(C#N)=C(N)O2 (stereo not given)	26%	-4%	4%	0.8	71
46	CC(C)(C)c1ccc(SCCc2cccnc2)cc1	-8%	2%	-7%	1.6	56
47	CCOC(=O)N1CCC(Nc2ccc3nnc(-c4ccccc4)n3n2)CC1	-1%	-5%	-103%	3.9	56
48	CCOC(=O)C1(Cc2cccc(OC)c2)CCCN(C(=O)c2cc(CC(C)C)[nH]n2)C1 (stereo not given)	-2%	-3%	-61%	1.3	48

entry	GPR55 beta-arrestin	Rac1 GTP hydrolysis	UTI89 phage lysis	KOR beta-arrestin-1	KOR beta-arrestin-2
41	0.2%	-14%	-0.6%	-5.8%	-3%
42	0.1%	12%	0.5%	-1.5%	-1%
43	-0.3%	9%	-0.1%	-4.9%	-8%
44	-0.1%	-2%	-0.2%	-1.9%	25%
45	-0.4%	2%	-0.2%	-1.5%	14%
46	-0.2%	6%	0.5%	0.1%	-3%
47	-0.1%	1%	-0.9%	-17%	-25%
48	-0.1%	5%	0.1%	3.9%	-1%
